# KOR beta-arrestin-1: kappa opioid receptor activators – cell-based, luminescence, uHTS, primary screen (AID 1777) | KOR beta-arrestin recruitment, luminescence; higher % means a stronger effect | activation, % at 10 µM, or EC50 in µM where a hit was titrated | 0.02% of 280,000 active; in the data active = activation above about 50%, passing the limit was not always enough; note: a part of the inactive calls stands beside numbers as strong as those of hits
# West Nile antiviral: West Nile virus antiviral activity, cell-based, CPE readout (AID 1621); West Nile virus-infected cells, CPE inhibition; higher % means a stronger effect; CPE inhibition, % at 10 µM, or IC50 in µM where a hit was titrated; 0.02% of 290,000 active; in the data active = a potency from the dose series; note: strong numbers were not always called active
# KOR beta-arrestin-2: KOR antagonists, beta-arrestin recruitment, cell-based, luminescence, uHTS (AID 1778); KOR beta-arrestin recruitment, luminescence, antagonist mode; higher % means a stronger effect; inhibition, % at 10 µM, or IC50 in µM where a hit was titrated; 0.091% of 290,000 active; in the data active = inhibition above about 50%; note: strong numbers were not always called active
# GPR55 LPI antagonism: inhibition of LPI-stimulated GPR55 beta-arrestin translocation – imaging, U2OS, beta-arrestin-GFP, LPI agonist, primary screen (AID 2013); one-dose inhibition, % at 10 µM; IC50 in µM for titrated hits; 0.13% of 290,000 active; U2OS GPR55 beta-arrestin-GFP translocation imaging, LPI antagonism; higher % means a stronger effect;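 active = spots per cell inhibited over 60%, with over 100 cells counted and total cytoplasm intensity under 500,000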;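 note: U2OS cells stably carrying GPR55 and arrestin-GFP stimulated by 5 µM LPI near EC80; imaged beta-arrestin-GFP aggregate spots per cell after agonist stimulation; plate controls were LPI-stimulated DMSO wells for no effect and DMSO wells without LPI for full effect; some results filed as inactive read as strong as hits; confirmed hits need IC50 under 10 µM and bright autofluorescent wells are also inconclusive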
# NTR1 ag: agonists of NTR1, primary screen, imaging, U2OS cells, beta-arrestin-GFP, high content (AID 493036); P30989; NTR1-U2OS beta-arrestin-GFP spot imaging, agonist mode; activation, % at 20 µM; 0.17% of 330,000 active;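 active = activation at or above 40% of the spot to cytoplasm intensity ratio, with at least 20 cells analyzed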;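 note: 0% = DMSO without peptide and 100% = 100 nM NTR1 peptide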
# Target sequence (P30989 whole entry, looked up): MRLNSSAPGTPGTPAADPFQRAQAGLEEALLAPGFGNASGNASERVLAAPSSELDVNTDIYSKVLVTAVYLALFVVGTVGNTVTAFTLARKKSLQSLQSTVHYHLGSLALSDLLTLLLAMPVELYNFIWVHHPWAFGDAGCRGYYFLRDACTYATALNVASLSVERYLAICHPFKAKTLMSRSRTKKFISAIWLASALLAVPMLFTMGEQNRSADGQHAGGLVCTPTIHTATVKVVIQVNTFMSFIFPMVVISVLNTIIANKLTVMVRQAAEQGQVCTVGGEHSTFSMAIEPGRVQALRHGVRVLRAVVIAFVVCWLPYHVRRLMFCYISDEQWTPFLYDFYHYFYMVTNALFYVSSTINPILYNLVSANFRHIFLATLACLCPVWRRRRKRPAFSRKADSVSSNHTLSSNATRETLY
# PhoP inhibition: PhoP-dependent GFP reporter repression – Salmonella Typhimurium, primary screen (AID 1863). 0.16% of 300,000 active. one-dose inhibition, % at 50 µM; IC50 in µM for titrated hits. S. Typhimurium PhoP-regulated promoter GFP reporter, 4 h; higher % means a stronger effect;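 active = inhibition over 29.93%, a cutoff 3 SD above the screen mean, later confirmed by dose response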;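 note: 0% = low Mg2+ inducing control and 100% = high Mg2+ repressing control; strong numbers were not always called active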
# GPR35 antagonists: inhibition of zaprinast-stimulated GPR35 beta-arrestin translocation – imaging, U2OS, beta-arrestin-GFP, zaprinast agonist, primary screen (AID 2058); 0.052% of 290,000 active; U2OS GPR35 beta-arrestin-GFP translocation imaging, zaprinast antagonism; higher % means a stronger effect; one-dose inhibition, % at 10 µM; IC50 in µM for titrated hits;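 active = inhibition of at least 50% with at least 30 cells and total cytoplasm GFP at most 10,000,000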
# GPR55 beta-arrestin: selective activators of receptor GPR55 – imaging, U2OS cells, beta-arrestin-GFP redistribution, primary screen (AID 1961); 0.048% of 290,000 active; U2OS GPR55 beta-arrestin-GFP redistribution imaging; higher % means a stronger effect; activation, % at 10 µM; hits with a dose series show EC50 in µM;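 active = activation above 40% with more than 50 cells counted in the well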;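 note: U2OS osteosarcoma cells stably expressing GPR55 and beta-arrestin-GFP; plate controls were DMSO negative control for no effect and LPI positive control for full effect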
# T cell modulator: T cell immune modulation candidate; 2C CD8+ T cell-vesicle binding, flow cytometry; active compounds read low; calls only at 7 µM; 0.068% of 330,000 active;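 active = response, share of CD8 T cells binding vesicles, and their 90th percentile fluorescence all below set limits, cut at about 80% in these data, passing the limit was not always enough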
#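 material = purified 2C TCR transgenic mouse naive CD8+ T cells | controls = Unloaded micro-vesicles (low), QL9 vesicles with 0.7% DMSO (high) | detection = cytometric PE anti-B7-1 and Alexa647 anti-CD8 signals after 1% paraformaldehyde fixation | incubation = binding step 1.5 h, 37 °C, antibody labelling 20 min, ice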
# T cell modulator vesicle-bound %: also measured in T cell modulator; calls as there; double positive events, %; measured here: CD8+ vesicle-bound cell fraction;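 binding gate set so that unloaded-vesicle control wells show 10% double positive cells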
# NTR1 ag cell count 20 µM: recorded beside NTR1 ag, whose call it bears; cell count; measured here: cell count, cytotoxicity flag
# Starred values were filed as active, the others as inactive; i = inactive; . = not tested or not shown; [ ] = remark or other dose. Compounds were not picked by outcome; any-hit rate near 0.62%.
SMILES,KOR beta-arrestin-1,West Nile antiviral,KOR beta-arrestin-2,GPR55 LPI antagonism,NTR1 ag,NTR1 ag cell count 20 µM,PhoP inhibition,GPR35 antagonists,GPR55 beta-arrestin,T cell modulator,T cell modulator vesicle-bound %
NS(=O)(=O)c1ccc(NC(=O)/C=C/c2ccccc2Cl)cc1,1.6%,0.7%,4%,8%,-0.5,67,4%,-12%,0.7%,i,63
Cc1ccc(CNc2ncc(-c3ccccc3)n2C)o1,0.8%,-0.8%,-14%,-2%,1.3,56,-5%,-12%,0.3%,i,28
Cc1ccc(C(=O)Nc2ccc(C(=O)/C=C/c3cccs3)cc2)cc1,-1.8%,-0.8%,-13%,1%,-0.1,89,15%,3%,-0.1%,i,21
CCOC(=O)c1[nH]c2ccccc2c1NC(=O)c1ccc2c(c1)OCO2,3.3%,0.1%,-16%,-3%,1.8,84,5%,-4%,-0.1%,i,42
O=C(OCc1ccc([N+](=O)[O-])cc1)c1cnc(Cl)c(Cl)c1,-0.2%,-0.7%,9%,-2%,7.0,45,7%,-17%,0.3%,i,30
CCCCn1c(CCCNC(=O)CC)nc2ccccc21,6.2%,-0.5%,-40%,-4%,-2.1,74,-1%,-9%,-0.1%,i,36
O=C1c2ccccc2C(=O)N1CCc1csc(-c2cccc(Cl)c2)n1,0.1%,-0.5%,-7%,11%,3.5,41,29%,-4%,0.3%,i,29
CCOC(=O)c1cc2c(=O)n3ccccc3nc2n(CCCOC)c1=NC(=O)c1ccncc1,-2.9%,0.2%,-9%,10%,1.9,51,-12%,7%,-0.2%,i,36
CN(C)c1nc(OCCNC(=O)Nc2ccccc2)nc(N2CCOCC2)n1,1.5%,.,-6%,-9%,0.3,54,-5%,12%,0.0%,.,.
COc1ccc(C(CNC(=O)c2oc3cc(C)c(C)cc3c2C)N2CCCCC2)cc1 (centres undefined),5.0%,-1.1%,-72%,0%,14,78,8%,-1%,-0.1%,i,60
CC(C)(C)c1ccc(-n2ncc3c2CCCC3NC(=O)CCCn2cncn2)cc1 (centres undefined),-0.6%,-0.7%,6%,9%,3.1,59,.,-12%,0.6%,.,.
Cc1ccc(C)c(S(=O)(=O)N2CCN(C(=O)C(C)Sc3ccccc3)CC2)c1 (centres undefined),0.5%,-0.1%,-2%,13%,0.3,66,0%,9%,-0.1%,i,62
Cc1cc(C)c(C)c(S(=O)(=O)NCC(=O)Nc2sc3c(c2C(N)=O)CCCC3)c1C,8.1%,0.0%,-49%,-2%,10,52,-6%,-8%,0.0%,i,42
O=C(CN(Cc1ccco1)S(=O)(=O)c1cccs1)Nc1ccccc1C(F)(F)F,1.5%,-0.1%,5%,13%,0.3,43,0%,11%,-0.2%,i,36
O=C(NCCCN1CCCCCC1)C1CC(=O)N(CCc2ccccc2)C1 (centres undefined),3.5%,0.3%,-18%,6%,-1.5,47,-12%,2%,-0.1%,i,25
NS(=O)(=O)c1ccc(CCNc2ccc(C(F)(F)F)cn2)cc1,0.8%,-0.5%,-26%,0%,0.3,45,-4%,-2%,0.1%,i,27
COc1cccc(CNC(=O)CCc2ccc(OC)c(OC)c2)c1,1.0%,0.3%,14%,2%,0.5,75,0%,4%,-0.1%,i,45
CC(NC(=O)c1ccc(CS(=O)(=O)Cc2ccccc2F)o1)c1ccc2c(c1)OCCO2 (centres undefined),-3.9%,-0.3%,44%,-12%,2.7,43,-6%,-7%,-0.1%,i,46
Cc1ccc(S(=O)(=O)/C=C2\NC(=O)CS2)cc1,-1.7%,-0.2%,40%,9%,-0.6,34,3%,5%,0.2%,i,32
COC(=O)c1cccc(CSc2nnc(-c3ccco3)n2-c2ccccc2)c1,-4.6%,.,25%,27%,4.0,43,7%,-5%,-0.1%,i,22
N#Cc1ccc(/C=N/N=C(N)N)cc1,2.4%,-0.8%,20%,3%,1.0,58,-3%,1%,-0.2%,i,49
N#Cc1ccccc1COC(=O)c1cc(=O)c2ccccc2o1,1.2%,-0.4%,-63%,-4%,-0.8,41,0%,18%,-0.1%,i,27
CC(C)[C@H](NC(=O)c1ccc(F)cc1)C(=O)OCC(=O)NC(=O)c1cccn1C,-1.6%,0.0%,-12%,-4%,-0.3,103,-6%,6%,0.5%,i,51
Clc1ccccc1Cn1nnc2c(NCCN3CCOCC3)ncnc21,-0.6%,-0.1%,25%,6%,-1.7,66,12%,-5%,-0.1%,i,29
CC(NS(=O)(=O)c1ccc(Br)cc1)C(=O)NCC1CCCO1 (centres undefined),-5.8%,-0.6%,1%,-4%,0.9,41,1%,-13%,-0.2%,i,50
CC1=C(C(=O)NCc2ccccc2)C(c2ccc(C)o2)n2ncnc2N1 (centres undefined),-5.3%,-0.9%,5%,1%,4.9,90,-8%,4%,0.2%,i,34
Cc1ccc(S(=O)(=O)N2CCC(C(=O)NC3CC3)CC2)cc1,-2.6%,-0.7%,-18%,4%,-1.2,48,-2%,0%,-0.1%,i,19
O=C(COC(=O)CCCN1C(=O)c2ccccc2C1=O)Nc1cc(Cl)cc(Cl)c1,-0.7%,-0.4%,26%,8%,-0.4,69,5%,-2%,-0.1%,i,35
O=C(NCCc1ccccc1)c1ccc2c(c1)OCCCO2,1.9%,0.1%,-10%,12%,0.5,51,10%,29%,0.0%,i,40
COc1ccc(-c2nc(CS(=O)CC(=O)NCCCN3CCCC3)c(C)o2)cc1OC (centres undefined),-3.6%,0.1%,7%,2%,0.5,88,-12%,4%,-0.1%,i,30
COc1ccc(CCn2c(C)cc(C(=O)CSc3nnc(N)s3)c2C)cc1,4.1%,.,-15%,4%,-1.2,92,2%,-9%,0.4%,i,48
CCN(CC)c1ccc(N=Cc2cc(Br)ccc2O)cc1,-2.4%,.,1%,9%,1.6,82,4%,-9%,0.0%,i,53
COc1cc(C(=O)NC(=S)Nc2cccc(-c3cc4ccccc4oc3=O)c2)cc(OC)c1OC,0.8%,0.6%,24%,2%,-1.4,32,2%,13%,0.5%,i,36
N#C/C(=C\c1ccccc1O)C(=O)Nc1ccccn1,-4.2%,-0.1%,-5%,0%,-0.8,64,7%,0%,-0.1%,i,26
O=C1CCC(C(=O)N2CCOCC2)CN1Cc1ccc(Cl)cc1 (centres undefined),4.3%,-0.5%,-37%,-9%,1.2,50,-1%,-7%,-0.1%,i,66
O=C(c1ccc(Cl)cc1)N1CCN(CCOc2ccccc2)CC1,-6.3%,-0.3%,23%,-1%,3.5,65,4%,6%,-0.1%,i,14

# 4 structures out of the list, ordered by molecular weight, smallest number first.
SMILES,KOR beta-arrestin-1,West Nile antiviral,KOR beta-arrestin-2,GPR55 LPI antagonism,NTR1 ag,NTR1 ag cell count 20 µM,PhoP inhibition,GPR35 antagonists,GPR55 beta-arrestin,T cell modulator,T cell modulator vesicle-bound %
CC1=C(C(=O)NCc2ccccc2)C(c2ccc(C)o2)n2ncnc2N1 (centres undefined),-5.3%,-0.9%,5%,1%,4.9,90,-8%,4%,0.2%,i,34
CC(NS(=O)(=O)c1ccc(Br)cc1)C(=O)NCC1CCCO1 (centres undefined),-5.8%,-0.6%,1%,-4%,0.9,41,1%,-13%,-0.2%,i,50
COc1ccc(CCn2c(C)cc(C(=O)CSc3nnc(N)s3)c2C)cc1,4.1%,.,-15%,4%,-1.2,92,2%,-9%,0.4%,i,48
O=C(COC(=O)CCCN1C(=O)c2ccccc2C1=O)Nc1cc(Cl)cc(Cl)c1,-0.7%,-0.4%,26%,8%,-0.4,69,5%,-2%,-0.1%,i,35

# Following part
SMILES,KOR beta-arrestin-1,West Nile antiviral,KOR beta-arrestin-2,GPR55 LPI antagonism,NTR1 ag,NTR1 ag cell count 20 µM,PhoP inhibition,GPR35 antagonists,GPR55 beta-arrestin,T cell modulator,T cell modulator vesicle-bound %
Cc1coc2c(C)c3oc(=O)c(CCC(=O)N4C[C@H]5C[C@@H](C4)c4cccc(=O)n4C5)c(C)c3cc12,-2.6%,-0.1%,3%[20 µM],-9%,-2.1,101,-5%,13%,-0.2%,i,18
COc1ccc(-c2cn[nH]c2-c2ccc(OCC(=O)NN)cc2O)cc1OC,-4.9%,0.4%,8%,-3%,1.6,37,3%,-5%,-0.3%,i,39
CN(C)C(=O)C12CCC(C)(C(=O)C1Br)C2(C)C (centres undefined),.,-0.1%,9%,-3%,-1.3,58,-10%,2%,0.2%,i,62
Cc1nn(-c2ccc(N3CCOCC3)nn2)c(C)c1CCC(=O)Nc1ccc(F)cc1,-6.2%,-0.6%,-6%,4%,0.1,48,-1%,60%,-0.1%,i,6
COc1ccccc1Nc1nc2nonc2[nH]c1=O,2.8%,0.0%,-10%[20 µM],1%,-4.2,14,-8%,-14%,-0.2%,i,50
CCOc1cc(C=O)ccc1OCCSc1ccc(Cl)cc1,11%,0.3%,-23%,-3%,14,46,-2%,-16%,0.3%,i,49
CCOC(=O)CSc1nnc2c(n1)C1(C)CCC2C1(C)C (centres undefined),1.1%,-0.3%,-21%,-10%,0.0,86,-12%,8%,-0.1%,i,8
COc1ccccc1C(=O)Nc1nc(N)n(-c2ccccc2)n1,3.2%,0.2%,-40%,2%,-5.9,80,2%,5%,-0.1%,i,39
COC(=O)C1=C(C)N(Cc2ccco2)C(=O)N[C@@H]1c1ccc(Br)cc1,.,0.1%,.,.,-3.6,94,-2%,.,.,i,35
Cc1ccc(CC2S/C(=N/N=C/c3ccco3)NC2=O)cc1 (centres undefined),-2.9%,0.4%,-34%,2%,1.4,62,-5%,-6%,0.1%,i,28
CCOC(=O)N1CCN(C(=O)CN(C)S(=O)(=O)c2ccc(Cl)cc2)CC1,-0.3%,0.3%,-17%,6%,0.7,46,6%,9%,-0.1%,i,29
COc1ccc(N2CCN(C(=O)CC(NC(N)=O)c3cccc(Oc4ccccc4)c3)CC2)cc1 (centres undefined),-1.4%,-1.1%,25%,-2%,1.1,85,8%,5%,-0.1%,i,50
Cc1cccc(CCN=C(N)NS(=O)(=O)c2ccccc2)c1,2.3%,-0.3%,-21%,-8%,0.4,61,7%,0%,-0.2%,i,1
O=C(NCc1ccc2c(c1)OCO2)c1nn(-c2ccccc2)c(=O)c2ccccc12,-4.3%,-0.5%,26%,1%,-1.5,99,1%,-7%,-0.2%,i,37
CCOc1cc(CNn2nnnc2N)cc(Cl)c1OCC(=O)NC(C)(C)C,4.1%,-0.6%,-12%,6%,-0.4,103,0%,-2%,-0.2%,i,21
COc1ccc(CCNCC(O)COc2ccc(Cl)cc2)cc1OC (centres undefined),-5.7%,-0.3%,-20%,12%,1.4,62,-7%,-8%,0.1%,i,10
COc1cccc(-c2nc(CS(=O)CC(=O)NC3CCCCC3)c(C)o2)c1 (centres undefined),0.9%,-1.0%,0%[20 µM],14%,-1.0,43,.,-3%,0.5%,i,21

# Screening results from PubChem.
